# MPTP inh – blocks calcium-induced mitochondrial swelling; actives 1.4% (n = 360,000); AID 602449; isolated mouse mitochondria, Ca2+ swelling absorbance, 30 min; inhibition, % at 10 µM;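 active means inhibition of 50% or more, scaled per plate between neutral and stimulator controls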;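 further: 0% = DMSO wells given calcium and 100% = 1 mM EGTA wells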
# MIN6 prolif – MIN6 beta-cell proliferation induction | proliferation, % at 10 µM | AID 2380 | MIN6 cells proliferation, ATPlite luminescence, 48 h; cells starved in 0.2% serum; 100% = growth in 10% serum | actives 0.29% (n = 330,000);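 active means compounds whose signal lies at least 3.5 SD above the mean of all wells on their plate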;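 further: 0% = DMSO-treated cells in low-serum medium and 100% = 10% serum control; some compounds called inactive have numbers as strong as hits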
# hIAP act – human IAP activation | P09923 | purified human IAP, CDP-Star luminescence, 30 min; hits give high values; 1 = vehicle-only enzyme, 0 = enzyme-free background | activation factor at 10 µM | actives 0.16% (n = 330,000);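 active means activation factor of the enzyme at least 2-fold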; further: the source names both 10 and 20 µM as test concentration; values of inactives mirror those of a sister screen read the other way
# Target sequence (P09923 whole entry, looked up): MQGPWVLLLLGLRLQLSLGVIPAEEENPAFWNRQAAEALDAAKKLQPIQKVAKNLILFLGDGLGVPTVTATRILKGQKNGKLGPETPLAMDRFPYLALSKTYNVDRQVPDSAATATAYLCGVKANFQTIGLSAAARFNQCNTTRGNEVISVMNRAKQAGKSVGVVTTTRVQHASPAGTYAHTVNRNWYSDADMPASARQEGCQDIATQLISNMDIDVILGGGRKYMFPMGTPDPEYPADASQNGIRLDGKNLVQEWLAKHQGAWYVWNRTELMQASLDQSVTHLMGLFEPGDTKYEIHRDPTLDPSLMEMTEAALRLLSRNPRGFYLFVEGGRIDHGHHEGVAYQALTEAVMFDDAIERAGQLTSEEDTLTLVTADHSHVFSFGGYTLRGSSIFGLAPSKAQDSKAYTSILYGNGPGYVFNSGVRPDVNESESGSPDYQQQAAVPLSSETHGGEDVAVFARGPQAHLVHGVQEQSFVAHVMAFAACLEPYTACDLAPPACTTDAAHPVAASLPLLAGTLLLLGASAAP
# hIAP block – human IAP inhibition. P09923. purified IAP, CDP-Star luminescence, 30 min. inhibition, % at 10 µM. actives 0.12% (n = 330,000). AID 2544;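 active means inhibition reaching a set limit with compound at 10 µM in the primary screen, cut at about 35% in these data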;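 further: plate controls were DMSO wells with enzyme for no effect and no-enzyme buffer wells for full effect; values of inactives mirror those of a sister screen read the other way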
# ATG4B inh – ATG4B (human) cysteine protease inhibition. ATG4B cleavage of LC3-PLA2, NBD-HPC fluorescence, 1 h. inhibition, % at 8.33 µM. actives 0.51% (n = 340,000). AID 504462; in the data active means inhibition above about 40%
# Target sequence (Q9Y4P1 whole entry, looked up): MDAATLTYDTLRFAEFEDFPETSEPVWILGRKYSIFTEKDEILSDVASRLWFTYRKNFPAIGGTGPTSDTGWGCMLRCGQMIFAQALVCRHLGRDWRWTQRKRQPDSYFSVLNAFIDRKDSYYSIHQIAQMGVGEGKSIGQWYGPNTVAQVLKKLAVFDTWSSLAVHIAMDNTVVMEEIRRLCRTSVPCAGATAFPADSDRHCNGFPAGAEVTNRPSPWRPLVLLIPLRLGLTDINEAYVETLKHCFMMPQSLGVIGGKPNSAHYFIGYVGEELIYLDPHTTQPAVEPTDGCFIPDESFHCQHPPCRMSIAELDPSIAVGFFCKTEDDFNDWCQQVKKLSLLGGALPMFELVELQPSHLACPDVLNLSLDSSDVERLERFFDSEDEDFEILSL
# mIAP activ – increases mouse intestinal alkaline phosphatase activity; muIAP, CDP-Star luminescence, 30 min; hits give high values; 1 = vehicle-only enzyme signal, 0 = enzyme-free wells; activation factor at 10 µM; actives 0.24% (n = 330,000);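 active means activation factor of at least 2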; further: the source names both 10 and 20 µM as test concentration; values of inactives mirror those of a sister screen read the other way
#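 System: Mouse IAP enzyme | Also added: CDP-Star substrate | Dosing: Compounds dispensed in DMSO | Schedule: 30 min enzyme-substrate-compound incubation at room temperature | Technique: Chemiluminescence readout | Control set: DMSO-only wells and no-enzyme negative control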
# mIAP inh – blocks mouse intestinal alkaline phosphatase; purified mouse IAP, CDP-Star luminescence, 30 min; inhibition, % at 10 µM; actives 0.2% (n = 330,000); AID 2806;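 active means inhibition of at least 40% at 10 µM in the primary screen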;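 further: plate controls were DMSO with enzyme for no effect and no enzyme wells for full effect; values of inactives mirror those of a sister screen read the other way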
# A3G deaminase – inhibitors of human APOBEC3G DNA deaminase | Q9HC16 | recombinant A3G, ssDNA deamination FAM/TAMRA fluorescence | inhibition, % at 20 µM | actives 0.28% (n = 330,000);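 active means inhibition of at least 40% at 20 µM, with no more than 30% in the related APOBEC3A deaminase screen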;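 further: plate controls were DMSO wells with A3G for no effect and wells lacking A3G enzyme for full effect; some compounds called inactive have numbers as strong as hits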
# APOBEC3A inh – blocks human APOBEC3A ssDNA deamination; P31941; recombinant A3A, FAM/TAMRA ssDNA deamination fluorescence; inhibition, % at 20 µM; actives 0.41% (n = 330,000); AID 493011;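 active means at least 40% inhibition at 20 µM here, with at most 30% in a related deaminase screen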;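 further: plate controls were A3A with DMSO for no effect and wells lacking A3A enzyme for full effect; some results filed as inactive read as strong as hits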
# Target sequence (P31941 whole entry, looked up): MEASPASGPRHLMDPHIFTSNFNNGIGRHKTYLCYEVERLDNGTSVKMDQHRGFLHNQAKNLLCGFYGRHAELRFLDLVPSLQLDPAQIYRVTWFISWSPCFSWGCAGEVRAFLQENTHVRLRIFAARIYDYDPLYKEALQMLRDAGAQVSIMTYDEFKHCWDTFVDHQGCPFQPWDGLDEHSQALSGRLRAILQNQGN
# The depositor's hits bear a star.
no.	structure	MPTP inh	MIN6 prolif	hIAP act	hIAP block	ATG4B inh
1	Cc1c(Nc2ccc(C=O)cc2)c(=O)n(-c2ccccc2)n1C	0.2	-1.3	0.987	1.3	-8.3
2	Nc1ncnc2nc(SCC(=O)N3CCN(c4ccccc4)CC3)[nH]c12	-1.0	-0.8	1	-0.4	-1.1
3	Cc1ccc(-c2cc(C(=O)N/N=C/C=C/c3ccco3)c3ccccc3n2)cc1C	1.2	-3.5	0.953	4.7	18.9
4	O=C(Nc1ccccc1)c1ccc(C(=O)Nc2ccccc2)nc1	-1.9	-2.5	1	0.0	-1.8
5	COc1ccc(S(=O)(=O)NCCOc2ccccc2)cc1C	-4.0	-0.1	0.999	0.1	-1.0
6	COc1ccc(-c2nn(-c3ccccc3)cc2/C=C/C(=O)OCC(=O)Nc2ccc(C#N)cc2)cc1	0.5	-3.0	0.978	2.2	1.5
7	CCCCOc1ccc(-c2cn3ccccc3n2)cc1[N+](=O)[O-]	1.3	-5.7	0.89	11.0	44.6*
8	CN(CC(=O)Nc1ccccc1Cl)C(=O)COC(=O)c1ccc(-c2ccc(O)cc2)cc1	0.4	-1.4	1.02	-1.9	-28.0
9	COc1ccc(C2(c3ccc(OC)cc3)NC(=O)N(CC(=O)NC3(C#N)CCCC3)C2=O)cc1	-0.9	-1.2	0.985	1.5	-14.6
10	Cc1ccc(NC(=O)C(C)Sc2nnc(C)n2C)cc1 (centres undefined)	-0.1	0.4	1.18	-17.9	-1.9

no.	mIAP activ	mIAP inh	A3G deaminase	APOBEC3A inh
1	0.974	2.6	-2.0	-0.2
2	1.02	-1.8	-7.0	-8.2
3	0.743	25.7	-0.1	0.3
4	1.02	-2.4	-6.3	0.0
5	0.944	5.6	-0.6	-0.9
6	1.01	-1.3	1.1	2.6
7	0.842	15.8	-4.3	-0.6
8	1.09	-9.4	-1.2	0.7
9	1.01	-1.3	-6.4	-5.0
10	1.1	-10.4	-3.8	-4.2

# Next section.
no.	structure	MPTP inh	MIN6 prolif	hIAP act	hIAP block	ATG4B inh
11	COc1cc(C(=O)NC2CCCC(C)C2C)ccc1OCC(=O)N1CCOCC1 (centres undefined)	-1.0	-0.6	0.884	11.6	-3.4
12	COc1ccc(C)cc1NC(=O)Nc1ccccc1	4.4	-1.7	1.21	-20.7	3.8
13	COc1cc(C)c(Cl)cc1S(=O)(=O)N1CCSC1	-1.8	-2.7	1.05	-5.2	-5.8
14	Cc1ccccc1C(=O)c1cccn1CC(=O)NCc1ccccc1	0.1	3.6	0.983	1.7	0.9
15	CN(CCO)c1nc(NCc2ccccc2)c2cnn(C)c2n1	-1.7	-2.5	1.12	-12.3	-4.4
16	COc1ccc(Cc2nnc(SCc3nc4ccccc4c(=O)[nH]3)n2C)cc1	-1.6	2.1	1.09	-8.6	0.2
17	CC(C)c1cc(C(=O)NC2CCCCC2)no1	0.8	-1.9	0.908	9.2	-4.1
18	NC(=S)Nc1ccc(C(F)(F)F)cc1Cl	2.3	-2.9	1.1	-10.0	-4.0
19	O=C(CCNC(=O)c1ccc([N+](=O)[O-])cc1)NNC(=O)c1ccncc1	-0.6	6.4	0.975	2.5	1.5
20	CCCc1nn(C)c(C(=O)Nc2ccc(Cl)cc2)c1Cl	1.5	-3.2	1.09	-9.2	4.9

no.	mIAP activ	mIAP inh	A3G deaminase	APOBEC3A inh
11	0.997	0.3	1.6	0.7
12	1.21	-21.1	-0.2	3.3
13	0.943	5.7	6.6	-0.9
14	0.908	9.2	11.3	2.3
15	1.04	-3.9	-3.7	-0.9
16	1.03	-3.1	-9.8	2.7
17	1	-0.1	-9.0	-4.8
18	1.14	-14.1	-8.9	-6.3
19	0.963	3.7	-6.9	1.1
20	1.04	-4.2	-4.2	-0.7

# New compounds follow.
no.	structure	MPTP inh	MIN6 prolif	hIAP act	hIAP block	ATG4B inh
21	COc1ccc(-c2cc(C(F)(F)F)n3nc(C(=O)O)nc3n2)cc1	-1.1	0.0	1.02	-2.5	4.4
22	Cc1cccc(C)c1NC(=O)CN(C)C(=O)CCC(=O)N1CCOCC1	-1.0	-2.5	0.822	17.8	-1.9
23	COc1ccc(CNC(=O)c2ccc(-c3ccccc3)cc2)cc1OC	15.3	-1.1	1.1	-9.6	-13.6
24	NS(=O)(=O)c1ccc(NC(=S)NC(=O)C2CCCC2)cc1	0.6	4.0	0.926	7.4	3.6
25	CC(C)(C)c1cc(C(=S)N2CCN(CCO)CC2)cc(C(C)(C)C)c1O	-0.6	-1.1	0.995	0.5	4.6
26	O=C(CCCN=C1NS(=O)(=O)c2ccccc21)OCC(=O)c1ccc(F)c(F)c1	-1.1	0.8	1.13	-13.1	4.5
27	O=C(CCCC(=O)Nc1ccc(Br)cc1)N/N=C/c1ccccc1	-1.0	-3.1	1	-0.1	-6.8
28	O=C(CCn1c(=O)c2ccccc2n(Cc2ccccc2)c1=O)NC1CCN(Cc2ccccc2)CC1	1.8	1.3	1.04	-3.7	-6.5
29	O=C(NCc1ccco1)/C(=C\c1cccs1)NC(=O)c1ccco1	-0.3	-2.0	0.93	7.0	6.9
30	COc1ccc2c(C(=O)CN3CCC(C)CC3)c[nH]c2c1	-1.6	-2.2	0.916	8.4	1.1

no.	mIAP activ	mIAP inh	A3G deaminase	APOBEC3A inh
21	0.904	9.6	-3.7	2.9
22	1.02	-2.4	-3.9	-0.3
23	1.03	-2.6	-1.0	1.3
24	1.09	-9.5	1.6	-1.5
25	0.929	7.1	61.0*	2.8
26	1.12	-12.2	5.4	2.3
27	0.946	5.4	-2.3	1.8
28	1.02	-2.1	-0.2	5.8
29	0.918	8.2	0.1	-0.6
30	1.06	-6.0	-9.3	-1.9

# Next section.
no.	structure	MPTP inh	MIN6 prolif	hIAP act	hIAP block	ATG4B inh
31	Cc1cc(Cl)cc(Cl)c1OCCCCN(C)C	0.0	0.0	0.948	5.2	-0.8
32	CCOc1ccc(NC(=NCc2ccc3c(c2)OCO3)SC2CC(=O)N(c3ccccc3)C2=O)cc1 (centres undefined)	7.7	-1.8	0.932	6.8	-8.3
33	CC1(C)Cc2c(C#N)c(N)sc(=S)c2CS1	-2.9	-3.1	0.992	0.8	-5.0
34	CC12CC(c3ccccc3O1)N(C(=O)c1ccco1)C(=S)N2c1ccc(F)cc1 (centres undefined)	-0.1	-5.8	1.08	-7.8	-7.2
35	CCOC(=O)c1ccccc1NC(=O)[C@@H]1CCCN1C(=O)OC(C)(C)C	0.9	2.2	1.09	-9.4	-5.6
36	COc1cccc(-n2nnnc2SCC(=O)Nc2ccc(OC)cc2OC)c1	-0.5	0.1	0.811	18.9	5.1
37	Cn1ccc(=S)c2ccccc21	-1.6	-0.6	1.12	-11.7	5.0
38	C/C(=N\Nc1cccc(Cl)c1)c1ccncc1	-2.7	-3.5	0.972	2.8	-0.8
39	CC12CCC(=O)N1C(C(=O)Nc1cc(Cl)ccc1N1CCCC1)CS2 (centres undefined)	-0.7	-0.3	0.888	11.2	-5.6
40	CN(C(=O)CN1C(=O)c2ccc([N+](=O)[O-])cc2C1=O)C1CCCCC1	0.5	0.5	0.915	8.5	-5.2

no.	mIAP activ	mIAP inh	A3G deaminase	APOBEC3A inh
31	0.929	7.1	-2.6	0.0
32	1.08	-7.9	0.2	-1.5
33	0.634	36.6	18.7	-2.5
34	0.852	14.8	3.8	3.8
35	0.913	8.7	-4.3	0.5
36	0.985	1.5	-10.0	-2.0
37	1.02	-2.0	-4.5	2.2
38	1.07	-6.8	-3.4	-7.3
39	1.01	-0.8	-10.1	-3.1
40	1.02	-1.7	-9.8	-3.3

# Shown bar-delimited: entries from further up.
item | Compound | MPTP inh | MIN6 prolif | hIAP act | hIAP block | ATG4B inh | mIAP activ | mIAP inh | A3G deaminase | APOBEC3A inh
37 | Cn1ccc(=S)c2ccccc21 | -1.6 | -0.6 | 1.12 | -11.7 | 5.0 | 1.02 | -2.0 | -4.5 | 2.2
31 | Cc1cc(Cl)cc(Cl)c1OCCCCN(C)C | 0.0 | 0.0 | 0.948 | 5.2 | -0.8 | 0.929 | 7.1 | -2.6 | 0.0
39 | CC12CCC(=O)N1C(C(=O)Nc1cc(Cl)ccc1N1CCCC1)CS2 (centres undefined) | -0.7 | -0.3 | 0.888 | 11.2 | -5.6 | 1.01 | -0.8 | -10.1 | -3.1
35 | CCOC(=O)c1ccccc1NC(=O)[C@@H]1CCCN1C(=O)OC(C)(C)C | 0.9 | 2.2 | 1.09 | -9.4 | -5.6 | 0.913 | 8.7 | -4.3 | 0.5
36 | COc1cccc(-n2nnnc2SCC(=O)Nc2ccc(OC)cc2OC)c1 | -0.5 | 0.1 | 0.811 | 18.9 | 5.1 | 0.985 | 1.5 | -10.0 | -2.0

# The list goes on.
no.	structure	MPTP inh	MIN6 prolif	hIAP act	hIAP block	ATG4B inh
41	O=C(CN(C(=O)c1ccc(Cl)cc1Cl)N1C(=O)C2C3C=CC(C3)C2C1=O)c1ccc(F)cc1 (centres undefined)	-0.1	2.8	0.97	3.0	0.4
42	O=C(COC(=O)CCc1ccccc1)NNC(=O)c1ccccc1	-2.7	-4.1	1.22	-21.7	5.9
43	O=C1CC(=O)Nc2cc(S(=O)(=O)N3CCN(c4cccc(C(F)(F)F)c4)CC3)ccc2N1	-1.1	-2.8	1.02	-2.0	-10.3
44	COc1ccccc1C(=O)N/N=C/c1ccc2c(c1)OCO2	-1.8	-0.7	1.09	-9.2	-2.8
45	COc1ccccc1N1CCN(C(=O)c2sc3ncn(CC(=O)N4CCC(C)CC4)c(=O)c3c2C)CC1	-0.5	-2.5	0.681	31.9	-3.2
46	O=C(CC1Nc2ccccc2NC1=O)NCC1COc2ccccc2O1 (centres undefined)	1.7	-3.2	1.06	-5.7	-10.9
47	COc1ccc(NC(=O)OCCN2CCN(Cc3ccccc3)CCC2=O)cc1	-0.5	4.6	0.885	11.5	-2.8
48	Cc1ccc(S(=O)(=O)NNC(=S)Nc2cccc(F)c2)cc1	2.2	-2.1	1.29	-29.2	-8.8
49	COC(=O)c1c(NC(=O)CN2CCC(C(N)=O)CC2)c2c(C)cccc2n1C	-1.0	-1.9	1.11	-11.4	-0.2
50	CC(C(=O)OCC(=O)Nc1cccc(S(=O)(=O)N(C)C)c1)N1C(=O)c2ccccc2C1=O (centres undefined)	2.1	-2.7	1.04	-3.6	-10.7

no.	mIAP activ	mIAP inh	A3G deaminase	APOBEC3A inh
41	0.904	9.6	0.8	-0.1
42	0.875	12.5	9.0	0.0
43	1.07	-6.6	-4.4	-3.6
44	1.02	-2.0	2.1	-1.7
45	1	-0.2	-3.3	-4.4
46	1.02	-1.9	-2.6	2.7
47	1.08	-8.1	-10.2	-5.8
48	0.881	11.9	14.0	-0.9
49	1.07	-6.6	-3.8	16.1
50	0.997	0.3	-2.8	2.5

# Other structures follow.
no.	structure	MPTP inh	MIN6 prolif	hIAP act	hIAP block	ATG4B inh
51	Clc1ccc(OCCSc2ncccn2)cc1	-0.2	3.7	1.13	-13.2	-15.8
52	CN(CC(=O)NCc1ccncc1)S(=O)(=O)c1ccc(Cl)cc1	2.6	-4.5	0.985	1.5	-7.2
53	CCOc1ccc(CNC(=O)C2CCN(c3nnc(C)c4c(C)n(-c5ccc(C)cc5)nc34)CC2)cc1	0.2	-4.6	1.47	-47.4	-3.8
54	Cc1ccccc1N1CC(C(=O)Nc2nnc(SCCN3CCOCC3)s2)CC1=O (centres undefined)	0.6	-4.9	0.9	10.0	-6.0
55	CCOc1ccc(N2C(=O)CC(N(C)Cc3ccccc3)C2=O)cc1 (centres undefined)	-0.1	-3.6	1.17	-16.7	-2.3

no.	mIAP activ	mIAP inh	A3G deaminase	APOBEC3A inh
51	0.924	7.6	-2.9	-2.6
52	1.11	-11.2	-5.4	-6.4
53	0.86	14.0	-0.7	-1.6
54	1.01	-0.6	0.8	3.3
55	1.05	-4.6	-4.9	-7.3
